Compound activity (PubChem)
RAD54 inh = RAD54 (human) branch migration inhibition | inhibition, % at 10.4 µM | RAD54 Holliday junction branch migration, FAM/BHQ fluorescence | 0.14% of 360,000 active | Q92698;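 active = mean normalized replicate activity at least 40 and at least half of replicates scoring 40 or more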;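 also: 0% = median of neutral control wells and 100% = median of positive control wells; inhibitors cause a drop in the FAM fluorescence signal; in these data hits start at about 50%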
esBAF inh = inhibitors of esBAF chromatin remodeling in mouse ES cells. Bmi1-luciferase knock-in reporter, 24 h; 100% = twice the neutral-well signal. reporter increase, % at 12.5 µM. 2% of 350,000 active. AID 602393; in the data active = activation above about 40%;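 also: 0% = median of the plate's neutral control wells and 100% = double that signal; a rise in the Bmi1 reporter signal indicates esBAF inhibition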
Casp6 inh = blocks human caspase-6 cleavage activity; P55212; 0.53% of 350,000 active; inhibition, % at 12.5 µM; purified caspase-6, Z-VEID-R110 cleavage fluorescence;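 active = mean inhibition across replicates at least about 35%, with every replicate also reaching that limit, limit read from the data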;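 also: 0% = median of neutral control wells and 100% = no fluorescence left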
Target sequence (P55212 24-179 limits assumed): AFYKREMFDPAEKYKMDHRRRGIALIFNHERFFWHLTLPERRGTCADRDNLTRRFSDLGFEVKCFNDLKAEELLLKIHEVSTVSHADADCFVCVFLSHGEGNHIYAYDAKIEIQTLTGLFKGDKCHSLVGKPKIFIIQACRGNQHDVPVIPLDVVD
Target sequence (P55212 194-293 limits assumed): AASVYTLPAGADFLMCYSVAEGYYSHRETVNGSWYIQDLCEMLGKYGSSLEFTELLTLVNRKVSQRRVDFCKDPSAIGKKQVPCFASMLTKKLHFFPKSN
E-selectin induc = E-selectin induction on HUVECs. 0.37% of 260,000 active. activation, % at 7.58 µM. HUVEC E-selectin immunofluorescence imaging; normalized: neutral wells 0, TNF-alpha wells 100. P16581. AID 686992;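 active = mean E-selectin-positive cell signal at least 10% of the positive control, reached in at least 60% of replicates, without over 20% cell loss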;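 also: in these data hits start at about 27%; measured in HUVEC primary endothelial cells; signal is the percent of cells scored E-selectin positive by PE staining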
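Test system: HUVEC | Signal: Immunofluorescence imaging | Read-out: Percent E-selectin-positive cells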
RAD52 anneal inh = RAD52 (human) annealing inhibition; AID 651710; recombinant RAD52 DNA annealing, FRET fluorescence; 0.46% of 360,000 active; inhibition, % at 18.7 µM; P43351;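 active = every replicate showing at least 50% inhibition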
Target sequence (P43351 whole entry, looked up): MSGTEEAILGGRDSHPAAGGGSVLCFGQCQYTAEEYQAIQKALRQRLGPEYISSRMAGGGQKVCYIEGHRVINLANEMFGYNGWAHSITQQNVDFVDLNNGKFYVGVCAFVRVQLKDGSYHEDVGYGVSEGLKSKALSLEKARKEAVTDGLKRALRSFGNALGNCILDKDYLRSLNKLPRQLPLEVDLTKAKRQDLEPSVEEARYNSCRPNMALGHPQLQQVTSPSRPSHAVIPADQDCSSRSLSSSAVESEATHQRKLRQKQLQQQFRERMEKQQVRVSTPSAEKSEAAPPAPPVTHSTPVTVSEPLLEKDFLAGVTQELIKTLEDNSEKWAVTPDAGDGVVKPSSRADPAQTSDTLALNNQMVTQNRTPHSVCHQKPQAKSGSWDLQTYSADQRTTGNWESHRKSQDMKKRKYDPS
PglD inh = PglD (C. jejuni) enzyme inhibition. purified PglD enzyme, DTNB colorimetric CoA detection. inhibition, % at 12.5 µM. 0.098% of 360,000 active; in the data active = inhibition above about 16%, passing the limit was not always enough; also: strong numbers were not always called active
ARNT-TACC3 inh = disrupts binding between human ARNT and TACC3; AlphaScreen His-ARNT PAS-B/GST-TACC3 binding, luminescence; TACC3 fragment carries E629A point mutation; inhibition, % at 9.99 µM; 0.66% of 390,000 active; AID 623870;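 active = mean inhibition of replicates at least 50% and at least half of replicates each reaching 50%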;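 also: 0% = complete ARNT plus TACC3 wells and 100% = ARNT alone without TACC3; many hits fall short of the cut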
ERp5 inh = ERp5 (human) disulfide isomerase inhibition | ERp5 insulin aggregation, absorbance 650 nm, 90 min | 0.05% of 350,000 active | AID 651711 | Q15084 | inhibition, % at 9.99 µM;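 active = mean replicate inhibition above about 25%, with every replicate also reaching it, limit read from the data, passing the limit was not always enough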
Numbers without * were called inactive; x = not tested or not shown.

SMILES	RAD54 inh	esBAF inh	Casp6 inh	E-selectin induc	RAD52 anneal inh	PglD inh	ARNT-TACC3 inh	ERp5 inh
O=C(Cc1ccc(-c2ccccc2)cc1)Nc1ccccc1	-1	21	-1	x	-15	-6	-2	2
C/C(=N\NC(=O)c1cccs1)c1ccncc1	1	10	-3	x	-2	9	-2	-2
COc1ccccc1-c1cnc(C(O)c2ccc(F)cc2C)[nH]1 (centres undefined)	2	-12	5	0.3	-14	-2	x	4
CNC(=O)C[C@@H]1CC[C@H]2[C@H](COc3ccc(NC(=O)c4ccc(F)cc4)cc3C(=O)N2C)O1	-1	9	0	0.0	-14	2	-4	-1
C[C@H]1Cn2cnc(C(=O)NCc3ccc(CNC(=O)OC(C)(C)C)cc3)c2C(=O)N1	0	9	1	-0.1	-6	3	x	1
N#CCC(=O)Nc1ccc(C(=O)OCC(=O)c2ccc3c(c2)NC(=O)CO3)cc1	-3	5	5	1.3	-21	5	-1	-4
CN1c2ccc(C3=CCCCC3)cc2[C@H]2[C@H](CCN2C(=O)C2CCCCC2)[C@H]1CO	x	x	0	-1.0	19	x	x	-3
O=C(CCN1C(=O)S/C(=C/c2ccccc2)C1=O)Nc1ccc(O)c(C(=O)O)c1	14	2	2	x	-9	6	-2	-5
CC1CCN(C(=O)Cn2nnnc2CN2CCOCC2)CC1	0	1	3	x	-2	5	-2	1
Cc1csc(Nc2ccc(Cl)cc2)n1	-6	76*	0	4.3	-35	-1	3	0

Whole records, looked up by structure:
CN1c2ccc(C3=CCCCC3)cc2[C@H]2[C@H](CCN2C(=O)C2CCCCC2)[C@H]1CO is entered as RAD54 inh = x; esBAF inh = x; Casp6 inh = 0; E-selectin induc = -1.0; RAD52 anneal inh = 19; PglD inh = x; ARNT-TACC3 inh = x; ERp5 inh = -3
COc1ccccc1-c1cnc(C(O)c2ccc(F)cc2C)[nH]1 (centres undefined) is entered as RAD54 inh = 2; esBAF inh = -12; Casp6 inh = 5; E-selectin induc = 0.3; RAD52 anneal inh = -14; PglD inh = -2; ARNT-TACC3 inh = x; ERp5 inh = 4
N#CCC(=O)Nc1ccc(C(=O)OCC(=O)c2ccc3c(c2)NC(=O)CO3)cc1 is entered as RAD54 inh = -3; esBAF inh = 5; Casp6 inh = 5; E-selectin induc = 1.3; RAD52 anneal inh = -21; PglD inh = 5; ARNT-TACC3 inh = -1; ERp5 inh = -4

The main list resumes, starting 6 compounds before the break.
SMILES	RAD54 inh	esBAF inh	Casp6 inh	E-selectin induc	RAD52 anneal inh	PglD inh	ARNT-TACC3 inh	ERp5 inh
C[C@H]1Cn2cnc(C(=O)NCc3ccc(CNC(=O)OC(C)(C)C)cc3)c2C(=O)N1	0	9	1	-0.1	-6	3	x	1
N#CCC(=O)Nc1ccc(C(=O)OCC(=O)c2ccc3c(c2)NC(=O)CO3)cc1	-3	5	5	1.3	-21	5	-1	-4
CN1c2ccc(C3=CCCCC3)cc2[C@H]2[C@H](CCN2C(=O)C2CCCCC2)[C@H]1CO	x	x	0	-1.0	19	x	x	-3
O=C(CCN1C(=O)S/C(=C/c2ccccc2)C1=O)Nc1ccc(O)c(C(=O)O)c1	14	2	2	x	-9	6	-2	-5
CC1CCN(C(=O)Cn2nnnc2CN2CCOCC2)CC1	0	1	3	x	-2	5	-2	1
Cc1csc(Nc2ccc(Cl)cc2)n1	-6	76*	0	4.3	-35	-1	3	0
O=[N+]([O-])c1cc([N+](=O)[O-])c(N2CCCCCC2)cc1NCCO	4	-4	x	x	x	-10	12	x
Cc1ccc(Cn2c(O)c(N=NC(=S)Nc3ccccc3F)c3ccccc32)cc1	x	x	x	-0.9	-21	x	1	6
O=C(CN1CCN(c2ccccc2)CC1)Nc1ccccc1C(F)(F)F	-7	-11	x	x	x	-4	-2	x
CC1(C)OC(=O)C2=C(CC(CCc3ccccc3)OC2c2ccc(F)cc2)O1 (centres undefined)	x	x	1	-6.5	2	x	x	4
COc1cccc(C(N)c2nc(-c3cc(F)cc(F)c3)cs2)c1 (centres undefined)	-6	14	0	0.1	-17	0	x	7
CNC[C@@H]1OCCCC[C@@H](C)Oc2ccc(NS(=O)(=O)c3ccc(C)cc3)cc2C(=O)N([C@@H](C)CO)C[C@H]1C	-4	3	2	-0.2	-168	3	31	0
Cc1cc(C)nc(N(C#N)CN2C(=O)c3ccccc3S2(=O)=O)n1	-18	-8	x	x	x	-1	-4	x
Cc1noc(C)c1NC(=O)Nc1cccc2c1O[C@@H](CN(C)S(=O)(=O)c1ccc(F)cc1)[C@H](C)CN([C@@H](C)CO)C2=O	2	2	1	-1.6	-7	-1	-1	9
COCC(=O)Nc1ccc2c(c1)C(=O)N(C)C[C@@H](OC)[C@H](C)CN(C(=O)c1ccccc1F)[C@@H](C)CO2	4	-5	0	-0.2	-16	3	-6	-1
Cc1ccc(S(=O)(=O)N[C@H]2CC[C@H](CCNC(=O)CN3CCOCC3)O[C@@H]2CO)cc1	4	-2	-2	-0.2	-5	2	-13	2
COc1ccc(CN(C)C[C@@H]2Oc3ccc(NS(=O)(=O)c4ccc(Cl)cc4)cc3CC(=O)N([C@H](C)CO)C[C@H]2C)cc1	-7	3	-1	0.5	30	-2	4	1
Cc1ccc(NP(=O)(Nc2ccc(C)cc2)Nc2ccc(C)cc2)cc1	3	2	0	1.3	-4	-1	-7	4
COc1ccc2cc(C(c3nnnn3C3CCCC3)N3CCCCCC3)c3nnnn3c2c1 (centres undefined)	-1	-8	x	x	x	3	19	x
CCCNC(=O)[C@@H]1[C@@H](CO)[C@@H]2Cn3c(ccc(-c4ccncc4)c3=O)[C@@H]2N1C(=O)c1ccccc1F	2	-4	2	0.4	0	-2	13	5
CCCCCNc1nc(-c2ccccc2)nc(-n2ccnc2)n1	-1	-13	-9	0.4	-5	-3	28	-1
C[C@H](CO)N1C[C@H](C)[C@H](CN(C)Cc2ccc(F)cc2)Oc2ncc(-c3ccccc3F)cc2C1=O	2	-4	-1	0.0	10	-1	x	0
C[C@@H]1CN([C@@H](C)CO)C(=O)c2cccc(NC(=O)C3CCCCC3)c2O[C@@H]1CN(C)C(=O)Nc1ccc(C(F)(F)F)cc1	3	3	-1	2.9	-16	1	4	0
COCC(=O)Nc1ccc2c(c1)C(=O)N(C)[C@@H]1CC[C@@H](CC(=O)OC)O[C@@H]1CO2	5	-4	x	0.2	x	1	3	x
Cc1nc(Cc2nnc(SCC(=O)N3CCN(c4ccccc4)CC3)o2)cs1	-5	-5	34	0.3	-13	1	-7	14
COc1ccccc1CNc1nc2nc(C)c(Cl)c(=O)n2[nH]1	-3	-6	x	x	x	5	-2	x
CC(C)(C)C(=O)CSc1nc2ncc(Br)cc2[nH]1	-6	9	x	x	x	5	-6	x
CCCC(NCC(=O)Nc1cc(S(=O)(=O)N2CCOCC2)ccc1OC)c1ccccc1 (centres undefined)	-3	-1	1	x	-9	5	3	-4
Cc1nnc(SCC(=O)N2CCc3ccccc32)s1	-7	33	x	x	x	-3	-1	x
C[C@@H]1CN([C@@H](C)CO)C(=O)c2cc(-c3cccc(F)c3)cnc2O[C@H]1CN(C)C	-7	1	0	-0.1	4	1	-6	-6

Rows were taken by chance; overall some 3.2% were active at least once.
